PhoP GFP inhibition = PhoP regulon inhibitors, Salmonella typhi PhoP promoter GFP reporter, confirmatory (AID 1850) | Salmonella Typhi PhoP-promoter GFP reporter, fluorescence, 4 h; higher % means a stronger effect | one-dose inhibition, % at 50 µM; IC50 in µM for titrated hits | 310,000 tested, 0.33% active; in the data active = a potency from the dose series; inconclusive = inhibition mostly from about 25% at the one dose, without a potency; inactive = the rest, 99 in 100 with inhibition below about 19%;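 also: 0% = induced wells with vehicle and 100% = uninduced wells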
H37Rv inhibition = M. tuberculosis growth inhibition, HTS (AID 449762); one-dose inhibition, % at 25 µM; IC50 in µM for titrated hits; 330,000 tested, 0.59% active; M. tuberculosis H37Rv growth inhibition, 7H9 media; higher % means a stronger effect; in the data active = a potency from the dose series; inconclusive = inhibition above about 70% without an active follow-up result;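 also: bacterial growth assessed after seven days of incubation; strong numbers were not always called active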
H1N1 NS1A inhibition = H1N1 influenza NS1A inhibitors, functional cell based assay (AID 504329); NS1A functional cell-based assay, percent inhibition; higher % means a stronger effect; inhibition, % at 12.5 µM; hits with a dose series show IC50 in µM; 340,000 tested, 0.3% active; in the data active = a potency from the dose series; inconclusive = inhibition above about 27% without an active follow-up result; also: strong numbers were not always called active
VEEV TC-83 Vero = inhibitors of VEEV TC-83 cytopathic effect, confirmation, Vero cells (AID 588727); inhibition, % at 20 µM, or IC50 in µM where a hit was titrated; Vero cells, VEEV TC-83 cytopathic effect inhibition; higher % means a stronger effect; 350,000 tested, 0.13% active; in the data active = a potency from the dose series; inconclusive = inhibition mostly from about 14% at the one dose, without a potency; inactive = the rest, 99 in 100 with inhibition below about 12%; also: strong numbers were not always called active
M. tuberculosis = growth inhibition of non-replicating M. tuberculosis (AID 488890); Mycobacterium tuberculosis non-replicating, growth inhibition; higher % means a stronger effect; inhibition, % at 25 µM, or IC50 in µM where a hit was titrated; 320,000 tested, 0.39% active; in the data active = a potency from the dose series; inconclusive = inhibition mostly from about 82% at the one dose, without a potency; inactive = the rest, 99 in 100 with inhibition below about 76%;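 also: plate controls were DMSO cells for no effect and high antibiotic wells for full effect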
VEEV TC-83 Vero 10K pilot screen = also measured in VEEV TC-83 Vero; calls as there; inhibition, %; measured here: 10K pilot screen inhibition
The depositor's hits bear a star.

How did Oc1ccc[n+](/C=C\c2ccccc2)c1 do in these assays?
PhoP GFP inhibition: -28%; H37Rv inhibition: -3%; H1N1 NS1A inhibition: -1%; VEEV TC-83 Vero: 0.8%; M. tuberculosis: -10%; VEEV TC-83 Vero 10K pilot screen: 3.1

How did O=C1CNC(=S)N1CCc1ccc(Cl)cc1 do in these assays?
PhoP GFP inhibition: 5%; H37Rv inhibition: -10%; H1N1 NS1A inhibition: 0%; VEEV TC-83 Vero: 1.1%; M. tuberculosis: 8%

How did COC(=O)c1cc(C(=O)OCC(=O)NNC(=O)c2cccs2)cc([N+](=O)[O-])c1 do in these assays?
PhoP GFP inhibition: -1%; H37Rv inhibition: 4%; H1N1 NS1A inhibition: -3%; VEEV TC-83 Vero: 5.9%; M. tuberculosis: 65%

Results for CCCCC(=O)OCc1cn(-c2ccc(Cl)cc2)nn1 ?
PhoP GFP inhibition: 4%; H37Rv inhibition: -1%; H1N1 NS1A inhibition: -16%; VEEV TC-83 Vero: inactive; M. tuberculosis: 10%

What do the screens show for `COc1ccc(C(=O)Nc2ccc(S(=O)(=O)Nc3nccc(C)n3)cc2)cc1[N+](=O)[O-]`?
PhoP GFP inhibition: -1%; H37Rv inhibition: -1%; H1N1 NS1A inhibition: -5%; VEEV TC-83 Vero: 0.7%; M. tuberculosis: 58%

Results for O=C(Nc1ccccc1Cl)C1CCCN(S(=O)(=O)c2cccc3cccnc23)C1 (stereo not drawn) ?
PhoP GFP inhibition: -13%; H37Rv inhibition: -4%; H1N1 NS1A inhibition: 3%; VEEV TC-83 Vero: 8.5%; M. tuberculosis: -2%

How did CC(=O)Nc1ccc(-c2c(C)cc3oc(=O)cc(-c4ccccc4)c3c2C)cc1 do in these assays?
H1N1 NS1A inhibition: -2%; VEEV TC-83 Vero: 0.1%

Results for O=C(O)c1cccc(CSc2ncccn2)c1 ?
PhoP GFP inhibition: -9%; H37Rv inhibition: -7%; H1N1 NS1A inhibition: 11%; VEEV TC-83 Vero: inactive; M. tuberculosis: -3%

How did Cc1cc(C)cc(NC(=O)N2CCCC2C(=O)Nc2ccc(-n3cnnn3)c(C)c2)c1 (stereo not drawn) do in these assays?
PhoP GFP inhibition: 5%; H37Rv inhibition: 3%; H1N1 NS1A inhibition: -1%; VEEV TC-83 Vero: inactive; M. tuberculosis: -3%; VEEV TC-83 Vero 10K pilot screen: 0.5

What do the screens show for `COc1ccc(N2CCN(CC(=O)Nc3c(C)cc(C)cc3C)CC2)cc1`?
PhoP GFP inhibition: -14%; H37Rv inhibition: -14%; H1N1 NS1A inhibition: -21%; VEEV TC-83 Vero: inactive; M. tuberculosis: 8%

Results for Cc1ccc(CNC(=O)C(=O)NCC2OCCN2S(=O)(=O)c2ccc3c(c2)OCCO3)cc1 (stereo not drawn) ?
PhoP GFP inhibition: 0%; H37Rv inhibition: 0%; H1N1 NS1A inhibition: -3%; VEEV TC-83 Vero: 0.2%; M. tuberculosis: 33%

What do the screens show for `COC(=O)CCCC(=O)N1CCC(CCC(=O)NC2CC2)CC1`?
PhoP GFP inhibition: 3%; H37Rv inhibition: 9%; H1N1 NS1A inhibition: 1%; VEEV TC-83 Vero: inactive; M. tuberculosis: 0%

What do the screens show for `Cc1ccc(-c2nc3ccccc3c(=O)n2O)cc1`?
PhoP GFP inhibition: 0%; H37Rv inhibition: 55%; H1N1 NS1A inhibition: -8%; VEEV TC-83 Vero: 1.0%; M. tuberculosis: inconclusive

Results for O=C1COc2cccnc2N1 ?
PhoP GFP inhibition: -3%; H37Rv inhibition: -11%; H1N1 NS1A inhibition: -2%; VEEV TC-83 Vero: 4.0%; M. tuberculosis: 0%

Results for O=C(CN(C(=O)CCC(=O)Nc1nccs1)c1ccccc1F)NCc1ccc2c(c1)OCO2 ?
PhoP GFP inhibition: 0%; H37Rv inhibition: 6%; H1N1 NS1A inhibition: -12%; VEEV TC-83 Vero: 2.1%; M. tuberculosis: -2%

What do the screens show for `CCOc1cc(NC(=O)c2ccccc2OC)c(OCC)cc1NC(=O)c1ccccc1`?
PhoP GFP inhibition: -5%; H37Rv inhibition: -5%; H1N1 NS1A inhibition: -4%; VEEV TC-83 Vero: inactive

How did CN1c2ccccc2C(C)(C)C12CC(c1ccc(Cl)c(S(=O)(=O)N3CCCC3)c1)=NO2 (stereo not drawn) do in these assays?
PhoP GFP inhibition: -6%; H37Rv inhibition: -7%; M. tuberculosis: -4%

What do the screens show for `COC(=O)c1cc(S(=O)(=O)NCc2ccc(S(N)(=O)=O)cc2)oc1C`?
PhoP GFP inhibition: 0%; H37Rv inhibition: -2%; H1N1 NS1A inhibition: -22%; VEEV TC-83 Vero: inactive; M. tuberculosis: 6%

What do the screens show for `Oc1c(CN2CCOCC2)cc(CN2CCOCC2)c(O)c1CN1CCOCC1`?
H1N1 NS1A inhibition: 13%; VEEV TC-83 Vero: 2.3%

How did CC(C)c1ccc(S(=O)(=O)N2CCN(C(=O)[C@@H]3CCCN3C(=O)c3cccs3)CC2)cc1 do in these assays?
H1N1 NS1A inhibition: 1%; VEEV TC-83 Vero: 7.0%

For convenience, part of the list above:
How did Oc1ccc[n+](/C=C\c2ccccc2)c1 do in these assays?
PhoP GFP inhibition: -28%; H37Rv inhibition: -3%; H1N1 NS1A inhibition: -1%; VEEV TC-83 Vero: 0.8%; M. tuberculosis: -10%; VEEV TC-83 Vero 10K pilot screen: 3.1

How did O=C1CNC(=S)N1CCc1ccc(Cl)cc1 do in these assays?
PhoP GFP inhibition: 5%; H37Rv inhibition: -10%; H1N1 NS1A inhibition: 0%; VEEV TC-83 Vero: 1.1%; M. tuberculosis: 8%

Additional records follow:
Results for CC(C)Nc1ncnc2ccc(Br)cc12 ?
PhoP GFP inhibition: -5%; H37Rv inhibition: 3%; H1N1 NS1A inhibition: -2%; VEEV TC-83 Vero: 7.9%; M. tuberculosis: 13%

How did NS(=O)(=O)c1ccc(NC(=O)/C=C/c2ccccc2Cl)cc1 do in these assays?
PhoP GFP inhibition: 8%; H37Rv inhibition: 6%; H1N1 NS1A inhibition: -4%; VEEV TC-83 Vero: 2.0%; M. tuberculosis: 4%

What do the screens show for `CN1CCC(=NNC(=O)C(=O)Nc2ccccc2)CC1`?
PhoP GFP inhibition: 17%; H37Rv inhibition: inconclusive; H1N1 NS1A inhibition: 0%; VEEV TC-83 Vero: 0.7%; M. tuberculosis: 23%

Results for CNC(=O)c1ccsc1NC(=O)c1ccc(S(=O)(=O)N2CCOCC2)cc1 ?
PhoP GFP inhibition: -3%; H37Rv inhibition: 2%; H1N1 NS1A inhibition: -7%; VEEV TC-83 Vero: 6.2%; M. tuberculosis: -1%

What do the screens show for `COc1ccccc1OCCNC(=O)C1CCCCC1`?
PhoP GFP inhibition: -9%; H37Rv inhibition: 3%; H1N1 NS1A inhibition: 5%; VEEV TC-83 Vero: 0.1%; M. tuberculosis: 49%

Results for Cc1cc[n+](CC(=O)c2ccc3c(c2)OCCO3)cc1 ?
PhoP GFP inhibition: -4%; H37Rv inhibition: 3%; H1N1 NS1A inhibition: 2%; VEEV TC-83 Vero: 10%; M. tuberculosis: 7%

What do the screens show for `CC1CC(C)CN(C(=O)C2CCCN(S(=O)(=O)c3cnc[nH]3)C2)C1` (stereo not drawn)?
PhoP GFP inhibition: -4%; H37Rv inhibition: 4%; H1N1 NS1A inhibition: -10%; VEEV TC-83 Vero: 0.5%; M. tuberculosis: -2%

How did O=C(COC(=O)c1ccc(O)cc1O)Nc1ccc2c(c1)OCCO2 do in these assays?
H37Rv inhibition: -9%; H1N1 NS1A inhibition: -9%; VEEV TC-83 Vero: 0.5%; M. tuberculosis: 6%

How did Cc1ccc(CSc2nnc(NC(=O)C3=COCCO3)s2)cc1 do in these assays?
H37Rv inhibition: -11%; H1N1 NS1A inhibition: -3%; VEEV TC-83 Vero: 4.0%; M. tuberculosis: 34%

What do the screens show for `CN(CCc1ccccn1)S(=O)(=O)c1ccc2c3c(cccc13)C(=O)N2`?
PhoP GFP inhibition: -9%; H37Rv inhibition: 5%; H1N1 NS1A inhibition: -17%; VEEV TC-83 Vero: 5.8%; M. tuberculosis: 9%

What do the screens show for `CCn1c(/N=C/c2c[nH]c3ccccc23)nc2ccccc21`?
PhoP GFP inhibition: -5%; H37Rv inhibition: 0%; H1N1 NS1A inhibition: 6%; VEEV TC-83 Vero: 2.6%; M. tuberculosis: 0%

How did CCCCn1c(SCC(=O)c2ccc(O)c(O)c2)nc2ccsc2c1=O do in these assays?
PhoP GFP inhibition: -5%; H37Rv inhibition: -1%; H1N1 NS1A inhibition: -2%; VEEV TC-83 Vero: 5.5%; M. tuberculosis: 2%

How did Cc1cc(C)c2c(c1)OC(=O)CC2c1ccccc1C (stereo not drawn) do in these assays?
H1N1 NS1A inhibition: -19%; VEEV TC-83 Vero: 0.8%

What do the screens show for `CC(C)CCC(O)(CCC(C)C)C(=O)NN1CCCCC1`?
PhoP GFP inhibition: 2%; H37Rv inhibition: 2%; H1N1 NS1A inhibition: -5%; VEEV TC-83 Vero: inactive; M. tuberculosis: -12%

What do the screens show for `COC(CNC(=O)c1ccc2c(c1)ncn2C1CCCCCC1)OC`?
PhoP GFP inhibition: -2%; H37Rv inhibition: 0%; H1N1 NS1A inhibition: -22%; VEEV TC-83 Vero: 0.4%; M. tuberculosis: 1%

Results for O=C(CCCN=C1NS(=O)(=O)c2ccccc21)OCc1ccc(F)cc1 ?
PhoP GFP inhibition: -1%; H37Rv inhibition: -6%; H1N1 NS1A inhibition: 8%; VEEV TC-83 Vero: 1.4%; M. tuberculosis: 1%

Results for CC(=O)N1CCN(S(=O)(=O)c2cccc(C(=O)N(Cc3ccccc3)c3cccc(C)c3)c2)CC1 ?
PhoP GFP inhibition: 8%; H37Rv inhibition: 10%; H1N1 NS1A inhibition: -1%; VEEV TC-83 Vero: 8.2%; M. tuberculosis: 12%

Results for COC(=O)C1CCN(C2CC(=O)N(c3cc(C)cc(C)c3)C2=O)CC1 (stereo not drawn) ?
PhoP GFP inhibition: 1%; H37Rv inhibition: 2%; H1N1 NS1A inhibition: -5%; VEEV TC-83 Vero: 0.4%; M. tuberculosis: 60%

How did CC(C)(C)CN1CCN(CCCc2ccccc2)C(CCO)C1 (stereo not drawn) do in these assays?
PhoP GFP inhibition: 0%; H37Rv inhibition: -3%; H1N1 NS1A inhibition: -21%; VEEV TC-83 Vero: 2.0%; M. tuberculosis: -5%

How did O=C(Nc1ccc(Oc2ccccc2)cc1)C1CCCN(c2ncccn2)C1 (stereo not drawn) do in these assays?
PhoP GFP inhibition: 0%; H37Rv inhibition: -2%; H1N1 NS1A inhibition: -1%; VEEV TC-83 Vero: 2.8%; M. tuberculosis: -15%

What do the screens show for `CCOc1ccc(CCNC(=O)c2cc(S(=O)(=O)N3CCOCC3)ccc2C)cc1OCC`?
PhoP GFP inhibition: -4%; H37Rv inhibition: 1%; H1N1 NS1A inhibition: -8%; VEEV TC-83 Vero: 2.4%; M. tuberculosis: 17%

How did CCN(CC)CCN(C(=O)c1ccc2ccccc2c1)c1nc2ccc(F)cc2s1 do in these assays?
PhoP GFP inhibition: 3%; H37Rv inhibition: 2%; H1N1 NS1A inhibition: 8%; VEEV TC-83 Vero: 0.5%; M. tuberculosis: -1%

What do the screens show for `COc1ccc2cc(C(=O)C3CCCN(C(=O)c4csnn4)C3)ccc2c1` (stereo not drawn)?
PhoP GFP inhibition: 3%; H37Rv inhibition: -6%; H1N1 NS1A inhibition: -3%; VEEV TC-83 Vero: 3.8%; M. tuberculosis: 25%

How did O=C(NCc1ccccn1)Nc1ccc(Cl)cc1 do in these assays?
PhoP GFP inhibition: 1%; H37Rv inhibition: 4%; H1N1 NS1A inhibition: 1%; VEEV TC-83 Vero: 1.6%; M. tuberculosis: -16%

Results for CC(C)c1ccc(N2CCN(C(=O)c3ccccc3NC(=O)/C=C\C(=O)O)CC2)cc1 ?
PhoP GFP inhibition: 5%; H37Rv inhibition: 4%; H1N1 NS1A inhibition: 5%; VEEV TC-83 Vero: 3.7%; M. tuberculosis: -13%

Compounds above that have a nitro group on carbon (2):
How did COC(=O)c1cc(C(=O)OCC(=O)NNC(=O)c2cccs2)cc([N+](=O)[O-])c1 do in these assays?
PhoP GFP inhibition: -1%; H37Rv inhibition: 4%; H1N1 NS1A inhibition: -3%; VEEV TC-83 Vero: 5.9%; M. tuberculosis: 65%

What do the screens show for `COc1ccc(C(=O)Nc2ccc(S(=O)(=O)Nc3nccc(C)n3)cc2)cc1[N+](=O)[O-]`?
PhoP GFP inhibition: -1%; H37Rv inhibition: -1%; H1N1 NS1A inhibition: -5%; VEEV TC-83 Vero: 0.7%; M. tuberculosis: 58%

Assay outcomes as filed in PubChem BioAssay.
